# Screening results (PubChem)
# GPR55 antagonists – GPR55 antagonists blocking LPI-driven arrestin recruitment, primary screen, imaging, U2OS, beta-arrestin-GFP, LPI agonist (AID 2013). G-protein coupled receptor 55 (Homo sapiens). inhibition, % at 10 µM, or IC50 in µM where a hit was titrated. U2OS GPR55 beta-arrestin-GFP translocation imaging, LPI antagonism; higher % means a stronger effect. 290,000 compounds, 0.13% hits;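 active means spots per cell inhibited over 60%, with over 100 cells counted and total cytoplasm intensity under 500,000; inconclusive means wells with under 100 cells, flagged as likely toxic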;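 further: U2OS cells stably carrying GPR55 and arrestin-GFP stimulated by 5 µM LPI near EC80; imaged beta-arrestin-GFP aggregate spots per cell after agonist stimulation; plate controls were LPI-stimulated DMSO wells for no effect and DMSO wells without LPI for full effect; some results filed as inactive read as strong as hits; confirmed hits need IC50 under 10 µM and bright autofluorescent wells are also inconclusive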
# Myeloid diff 2 – induction of myeloid progenitor differentiation, primary screen, cell-based, flow cytometry, MLPCN library; calls only at 10 µM; ER-HoxA9 myeloid progenitors, lysozyme-GFP differentiation; 360,000 compounds, 1% hits;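 active means normalized GFP-positive differentiation at or above the plate's own cutoff, the solvent-only control mean plus 3 SD; inconclusive means no clear call, values can overlap the other calls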;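 further: cells exposed to compound for four days before flow analysis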
# KOR beta-arrestin-1 – KOR agonists, beta-arrestin recruitment, primary screen, cell-based, luminescence, uHTS (AID 1777); KOR beta-arrestin recruitment, luminescence; higher % means a stronger effect; activation, % at 10 µM; hits with a dose series show EC50 in µM; 280,000 compounds, 0.02% hits; in the data active means activation above about 50%, passing the limit was not always enough; further: a part of the inactive calls stands beside numbers as strong as those of hits
# HIV fusion peptide – inhibitors of HIV fusion peptide binding, primary screen, biochemical, uHTS, fluorescence dequenching (AID 1986); one-dose inhibition, % at 20 µM; IC50 in µM for titrated hits; 290,000 compounds, 0.3% hits; cell-free peptide binding, fluorescence dequenching, 30 min; higher % means a stronger effect; in the data active means inhibition mostly above about 52%, no sharp cut-off; inactive means mostly below about 76%; further: some results filed as inactive read as strong as hits
# NOD1 NF-kB reporter – NOD1 signaling inhibitors, primary screen, cell-based, luminescence, uHTS (AID 1578). NOD1-driven NF-kB luciferase reporter cells, luminescence; higher % means a stronger effect. one-dose inhibition, % at 4 µM; EC50 in µM for titrated hits. 290,000 compounds, 1% hits; in the data active means inhibition mostly above about 36%, no sharp cut-off; inactive means mostly below about 34%;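 further: HEK-293T reporter cells stimulated with the NOD1 agonist gamma-tri-DAP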
# KOR beta-arrestin-2 – KOR antagonists, beta-arrestin recruitment, cell-based, luminescence, uHTS (AID 1778) | Kappa-type opioid receptor (Homo sapiens) | KOR beta-arrestin recruitment, luminescence, antagonist mode; higher % means a stronger effect | inhibition, % at 10 µM; hits with a dose series show IC50 in µM | 290,000 compounds, 0.091% hits; further: strong numbers were not always called active
# GPR55 beta-arrestin – GPR55 agonists via beta-arrestin recruitment, primary screen, imaging, U2OS cells, beta-arrestin-GFP redistribution (AID 1961); 290,000 compounds, 0.048% hits; U2OS GPR55 beta-arrestin-GFP redistribution imaging; higher % means a stronger effect; G-protein coupled receptor 55 (Homo sapiens); activation, % at 10 µM, or EC50 in µM where a hit was titrated;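 active means activation above 40% with more than 50 cells counted in the well; inconclusive means wells holding fewer than 50 cells, flagged as toxic or sparse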;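 further: U2OS osteosarcoma cells stably expressing GPR55 and beta-arrestin-GFP; plate controls were DMSO negative control for no effect and LPI positive control for full effect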
# GPR35 antagonists – GPR35 antagonists blocking zaprinast-driven arrestin recruitment, primary screen, imaging, U2OS, beta-arrestin-GFP, zaprinast agonist (AID 2058) | U2OS GPR35 beta-arrestin-GFP translocation imaging, zaprinast antagonism; higher % means a stronger effect | 290,000 compounds, 0.052% hits | inhibition, % at 10 µM, or IC50 in µM where a hit was titrated;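 active means inhibition of at least 50% with at least 30 cells and total cytoplasm GFP at most 10,000,000; inconclusive means under 30 cells or total GFP of 10,000,000 plus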
# NOD2 inhibition – NOD2 signaling inhibitors, cell-based, luminescence, uHTS, HEK293 (AID 1566) | 290,000 compounds, 0.63% hits | one-dose inhibition, % at 4 µM; EC50 in µM for titrated hits | HEK293 NOD2/NF-kB luciferase reporter, luminescence; higher % means a stronger effect; further: many of its hits are not listed in these tables
# Myeloid diff 2 GFP+ MAC1+ % – second read-out of Myeloid diff 2, no call of its own (marks repeat the call); GFP+ MAC1+ double positive, %; measured here: differentiation confirmed by MAC1 staining
# * = called active by the depositor; i = inactive; ? = inconclusive; . = no result given; + = active, no number; [ ] = dose if it differs, or a comment. Unless noted, no stated cut-off is given here; in the data, active means inhibition above about 50%; inactive means the rest. A portion of the library, so the mix of outcomes need not match the whole.
no.	structure	GPR55 antagonists	Myeloid diff 2	Myeloid diff 2 GFP+ MAC1+ %	KOR beta-arrestin-1	HIV fusion peptide
1	CC(C)(C)c1[nH]c2ccccc2c1/C=N/O	2%	i	1.5	11%	-1.3%
2	COCc1nnc(NC(=O)c2ccco2)s1	5%	i	0.6	-2.8%	-1.3%
3	Cc1ccc(-c2ccnc3c(Br)c(C)nn23)cc1	10%	i	1.3	-1.1%	-0.5%
4	COc1ccc(CCNC(=O)CCC2COc3ccccc3O2)cc1OC (centres undefined)	-12%	i	7.6	-5.1%	-0.3%
5	CC(C)CNC(=O)C1CCCN(C(=O)NCc2ccccc2)C1 (centres undefined)	-2%	i	0.0	.	-1.6%
6	COc1ccc(-n2nnnc2SC(C)C(N)=O)cc1 (centres undefined)	0%	i	0.8	5.6%	-0.3%
7	CNC(=O)C(=O)Nc1c(C)cc(C)cc1C	-8%	i	0.9	-1.7%	-0.7%
8	CCC1(CC)NC(=O)N(CC(=O)OCC(=O)Nc2ccc(C(F)(F)F)cc2)C1=O	2%	i	0.2	4.5%	-2.7%
9	Cc1ccc(C)c(NS(=O)(=O)c2ccc3c(c2)NC(=O)CCS3)c1	0%	i	0.7	4.0%	0.0%
10	COC(=O)c1c(NS(=O)(=O)c2ccc3ccccc3c2)sc2c1CCCC2	24%	i	4.8	-1.3%	-2.9%
11	COc1cccc(CN(C(=O)/C=C/c2ccco2)C2CCS(=O)(=O)C2)c1 (centres undefined)	18%	?	.	-3.7%	1.5%
12	Clc1ccc(-c2nc3ccccn3c2CN2CCOCC2)cc1	-2%	+	3.6*	-0.5%	0.1%
13	COc1cc(C2c3[nH]c4ccccc4c3C[C@@H]3C(=O)N(Cc4ccco4)CC(=O)N23)cc(OC)c1OC (some centres undefined)	5%	.	.	-7.2%	-1.5%
14	CN(C)CCOCCSc1ccc(Cl)cc1	9%	i	0.5	5.1%	-0.6%
15	CCC(=O)NC(Nc1cc(C)cc(C)n1)(C(F)(F)F)C(F)(F)F	1%	i	1.1	5.1%	-3.8%

no.	NOD1 NF-kB reporter	KOR beta-arrestin-2	GPR55 beta-arrestin	GPR35 antagonists	NOD2 inhibition
1	5%	-72%	-0.1%	2%	5%
2	-9%	17%	0.4%	-9%	1%
3	-6%	12%	-0.1%	5%	-8%
4	-6%	5%	-0.2%	-5%	-37%
5	-39%	-46%[20 µM]	1.8%	2%	-2%
6	7%	-25%	0.2%	15%	-3%
7	-31%	.	1.5%	-6%	2%
8	-23%	39%	-0.1%	-17%	10%
9	-2%	4%	-0.2%	-18%	0%
10	21%	-24%	-0.1%	-24%	28%
11	-37%	13%	-0.1%	-8%	8%
12	1%	-3%	0.2%	-16%	-14%
13	-4%	8%	-0.1%	-11%	1%
14	14%	22%	0.0%	-9%	12%
15	-23%	10%	-0.2%	-15%	11%

# As a short view, part of the list above.
no.	structure	GPR55 antagonists	Myeloid diff 2	Myeloid diff 2 GFP+ MAC1+ %	KOR beta-arrestin-1	HIV fusion peptide
1	CC(C)(C)c1[nH]c2ccccc2c1/C=N/O	2%	i	1.5	11%	-1.3%
2	COCc1nnc(NC(=O)c2ccco2)s1	5%	i	0.6	-2.8%	-1.3%
3	Cc1ccc(-c2ccnc3c(Br)c(C)nn23)cc1	10%	i	1.3	-1.1%	-0.5%
4	COc1ccc(CCNC(=O)CCC2COc3ccccc3O2)cc1OC (centres undefined)	-12%	i	7.6	-5.1%	-0.3%
5	CC(C)CNC(=O)C1CCCN(C(=O)NCc2ccccc2)C1 (centres undefined)	-2%	i	0.0	.	-1.6%
6	COc1ccc(-n2nnnc2SC(C)C(N)=O)cc1 (centres undefined)	0%	i	0.8	5.6%	-0.3%
7	CNC(=O)C(=O)Nc1c(C)cc(C)cc1C	-8%	i	0.9	-1.7%	-0.7%
8	CCC1(CC)NC(=O)N(CC(=O)OCC(=O)Nc2ccc(C(F)(F)F)cc2)C1=O	2%	i	0.2	4.5%	-2.7%
9	Cc1ccc(C)c(NS(=O)(=O)c2ccc3c(c2)NC(=O)CCS3)c1	0%	i	0.7	4.0%	0.0%

no.	NOD1 NF-kB reporter	KOR beta-arrestin-2	GPR55 beta-arrestin	GPR35 antagonists	NOD2 inhibition
1	5%	-72%	-0.1%	2%	5%
2	-9%	17%	0.4%	-9%	1%
3	-6%	12%	-0.1%	5%	-8%
4	-6%	5%	-0.2%	-5%	-37%
5	-39%	-46%[20 µM]	1.8%	2%	-2%
6	7%	-25%	0.2%	15%	-3%
7	-31%	.	1.5%	-6%	2%
8	-23%	39%	-0.1%	-17%	10%
9	-2%	4%	-0.2%	-18%	0%

# Additional records:
no.	structure	GPR55 antagonists	Myeloid diff 2	Myeloid diff 2 GFP+ MAC1+ %	KOR beta-arrestin-1	HIV fusion peptide
16	CCCC(NS(=O)(=O)c1ccc(C)cc1)C(=O)O (centres undefined)	2%	i	0.6	-3.5%	1.3%
17	CC1(c2nnc(-c3ccc(F)cc3)o2)CC(c2c(Cl)cccc2Cl)=NO1 (centres undefined)	2%	i	1.5	2.9%	-0.7%
18	COc1ccc(C(C)=O)cc1COC(=O)CNC(=O)c1ccc(Cl)cc1	8%	i	0.0	-5.1%	-0.2%
19	c1csc(-c2csc3nc(CN4CCOCC4)nc(NCc4ccc5c(c4)OCO5)c23)c1	0%	i	0.2	5.6%	3.0%
20	O=c1[nH]c(C(F)(F)F)nc2c1nnn2Cc1ccccc1F	2%	i	1.3	-9.8%	0.7%
21	Cc1cc(NC(=O)CSc2cn(CCNC(=O)c3ccc(F)cc3)c3ccccc23)no1	11%	i	0.7	-3.5%	5.9%
22	CCCCNC(=S)NNC(=O)CCn1nc(C)c(Br)c1C	2%	i	3.6	2.6%	-1.4%
23	C/C(=N\NC(=O)C1(C)CC1(Br)Br)c1cccc(NC(=O)C(C)(C)C)c1 (centres undefined)	-2%	i	0.3	1.7%	0.2%
24	CC(=O)Nn1c(COc2ccccc2C)nc2ccccc2c1=O	6%	i	0.8	-0.3%	-0.8%
25	CC(=O)c1ccccc1OCCn1nc(C(=O)O)c2ccccc2c1=O	-2%	i	0.7	0.2%	-2.7%
26	O=C(c1ccco1)N1CCN(Cc2cccc3ccccc23)CC1	-6%	i	0.6	1.1%	2.9%
27	O=C(O)c1ccc(NS(=O)(=O)c2cc(C(=O)O)ccc2Br)cc1	9%	i	2.3	-6.9%	0.3%
28	Cn1c(Cc2cccc3ccccc23)nnc1SCc1ccc([N+](=O)[O-])cc1	-3%	i	0.5	12%	-2.3%
29	O=C(Cn1cc(C(F)(F)F)ccc1=O)Nc1cccc(S(=O)(=O)N2CCOCC2)c1	9%	i	0.5	-0.5%	-0.9%
30	Cc1cnc(NC(=O)CSc2nnc(N)s2)s1	-2%	i	0.4	-4.6%	-0.2%

no.	NOD1 NF-kB reporter	KOR beta-arrestin-2	GPR55 beta-arrestin	GPR35 antagonists	NOD2 inhibition
16	-10%	-1%	-0.1%	19%	4%
17	0%	19%	-0.2%	-13%	16%
18	3%	8%	0.0%	8%	8%
19	-16%	-13%	0.0%	11%	3%
20	4%	0%	-0.1%	4%	19%
21	-17%	17%	0.4%	10%	-24%
22	-8%	-2%	0.7%	-4%	3%
23	6%	.	0.7%	-3%	15%
24	-3%	-10%	-0.2%	-3%	-7%
25	20%	-26%	-0.2%	-4%	-8%
26	2%	-16%	-0.1%	-10%	3%
27	6%	26%	-0.4%	7%	0%
28	-24%	17%	-0.1%	6%	-6%
29	-26%	-4%	0.5%	-7%	10%
30	-33%	2%[20 µM]	-0.2%	7%	-8%

# Later entries
no.	structure	GPR55 antagonists	Myeloid diff 2	Myeloid diff 2 GFP+ MAC1+ %	KOR beta-arrestin-1	HIV fusion peptide
31	Cc1ccc(C2=NNC(C(O)C(O)C(O)C(O)CO)S2)cc1 (centres undefined)	-2%	i	0.4	-2.1%	-0.4%
32	CCOc1ccc(C(=O)Nc2cccc(SC)c2)cc1	-2%	i	0.8	3.6%	1.6%
33	CC(=O)c1ccc(NC(=O)/C(C#N)=C/c2ccncc2)cc1	1%	i	0.5	1.1%	2.0%
34	CN(C)C(=O)C12CCC(C)(c3nc4ccccc4nc31)C2(C)C (centres undefined)	2%	i	7.5	-3.0%	-2.1%
35	CCN(CC)C(=O)c1csc(Nc2ccc(C)cc2)n1	-9%	i	0.4	-1.0%	0.0%
36	Brc1c(CSc2nncc3ccccc23)nc2ccccn12	93%	i	0.4	-1.5%	-0.5%
37	NS(=O)(=O)c1ccc(NC(=O)Cc2c(F)cccc2Cl)cc1	9%	i	0.3	3.0%	-1.1%
38	Cc1ccc(Cn2nc(C)c(NC(=O)c3cc(-c4ccc5c(c4)OCO5)on3)c2C)cc1	8%	.	.	-5.0%	1.8%
39	COC(=O)c1ccc(C2C(C(C)=O)=C(C)Nc3ncnn32)cc1 (centres undefined)	17%	i	2.2	-9.3%	-0.6%
40	Cc1nc2sc(C(=O)Nc3ccccc3)c(N)c2c(C)c1[N+](=O)[O-]	0%	i	0.3	44%	-0.6%
41	CC(=O)N(CCC1(C(C)C)CCOC(C)(C)C1)Cc1ccco1 (centres undefined)	7%	i	1.1	6.2%	3.0%
42	COc1ccc2nc(/C=N/NC(=O)[C@H](C)NC(=O)OC(C)(C)C)ccc2c1	2%	.	.	-1.2%	-0.6%

no.	NOD1 NF-kB reporter	KOR beta-arrestin-2	GPR55 beta-arrestin	GPR35 antagonists	NOD2 inhibition
31	-40%	-30%	-0.2%	9%	-12%
32	-60%	-15%	-0.5%	-8%	-64%
33	-16%	-13%	0.0%	-16%	-1%
34	-28%	-81%	-0.1%	9%	3%
35	5%	21%	-0.2%	-3%	-18%
36	-21%	0%	-0.5%	-4%	-6%
37	-9%	-25%[20 µM]	0.6%	10%	22%
38	-29%	-19%	-0.1%	14%	2%
39	-9%	36%	-0.2%	2%	3%
40	-48%	-328%	0.2%	1%	-61%
41	-26%	12%	-0.2%	-9%	-10%
42	-12%	4%	0.2%	.	-7%
